GLP1R ag – agonists of human GLP-1 receptor; 0.007% of 380,000 active; AID 624172; Potency, µM (doses to about 45.6 µM), without a hit: top-dose activation, usual class: activators; HEK293 GLP-1R CRE-luciferase, luminescence, 4-6 h; cells express a hypersensitive GLP-1R form; P43220; note: potency is the fitted concentration of half-maximal effect; % of control where 0% means no effect
Target sequence (P43220 whole entry, looked up): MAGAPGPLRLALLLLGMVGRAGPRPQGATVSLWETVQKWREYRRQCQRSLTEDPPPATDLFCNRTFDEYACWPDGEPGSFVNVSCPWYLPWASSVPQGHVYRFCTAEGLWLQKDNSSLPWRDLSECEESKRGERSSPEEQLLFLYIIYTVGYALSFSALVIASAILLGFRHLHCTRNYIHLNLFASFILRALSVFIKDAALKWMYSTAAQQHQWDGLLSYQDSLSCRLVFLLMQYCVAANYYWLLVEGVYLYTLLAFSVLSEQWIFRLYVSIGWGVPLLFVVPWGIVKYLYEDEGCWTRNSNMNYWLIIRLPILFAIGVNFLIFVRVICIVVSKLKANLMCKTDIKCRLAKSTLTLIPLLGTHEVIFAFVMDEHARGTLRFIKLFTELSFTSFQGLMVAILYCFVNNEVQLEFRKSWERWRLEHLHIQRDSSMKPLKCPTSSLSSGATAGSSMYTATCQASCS
GLP-1R inv ag – inverse agonists of human GLP-1 receptor | HEK293 GLP-1R CRE-luciferase, luminescence, 24 h; GLP-1R form is constitutively active | Potency, µM (doses to about 38.3 µM), for inactives: at the top dose activity change, negative = inhibition, most hits filed as inhibitors | 1.6% of 410,000 active | P43220; note: potency is the fitted concentration of half-maximal effect; % is set by controls: 0 for no effect and ±100 for the full control effect; nearly all actives have a fitted effect of over 55% in size
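qHTS in 1536-well format: reporter HEK293 cells expressing constitutive GLP-1R activity in DMEM + 10% Nu serum, 24 hr with compounds at 37 deg C, luminescence read after 12 min with detection reagent.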
pAkt inh – Akt phosphorylation inhibition; 0.32% of 360,000 active; Neuro2A IGF-stimulated pAkt S473 HTRF, 20 min; hits give low values; activity change, % for hits at 50 µM; in the data active = activity change below about -80%; inconclusive = mostly about -51% to -80%; note: % is set by controls: 0 for no effect and ±100 for the full control effect
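Neuro2A cells (4,500/well, DMEM with 0.5% FBS) were treated with compound at a single 50 µM final concentration, stimulated with 6 nM IGF for 20 min at 37 °C, and lysed. Phospho-Akt Ser473 was read by HTRF as 665/615 ratio ×10^4.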
PTHR1 agonist – agonists of human PTHR1 parathyroid hormone receptor; Q03431; HEK293 GP2 PTHR1 cells, GloSensor cAMP luminescence, 1 h; Potency, µM (series often up to 115 µM), inactives show at the highest dose activation, most hits filed as activators; 0.075% of 410,000 active; AID 743266; note: potency is the fitted concentration of half-maximal effect; nearly all actives have a fitted effect of over 55% in size; some results filed as inactive show a strong effect at the top dose; inactives centre near -15; many of its hits are not listed in these tables
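HEK-293-derived GP2 cells expressing PTHR1 and a GloSensor cAMP reporter, 3,000/well, plated overnight, given luciferin plus IBMX (each 0.5 mM as added) for 1 h at 37 °C, then compound for 1 h at 37 °C. Luminescence was read after 15 min at room temperature.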
DRD3 antagonist – D3 dopamine receptor (human) antagonism. AID 652054. max response, negative = inhibition, %. P35462. D3R cells, DiscoveRx beta-arrestin luminescence, antagonist mode; hits give low values. 2.5% of 360,000 active; in the data active = max response below about -50%; inconclusive = no clear call, values can overlap the other calls; note: % is set by controls: 0 for no effect and ±100 for the full control effect; mostly tested at two doses, the higher about 12 µM
Target sequence (P35462 whole entry, looked up): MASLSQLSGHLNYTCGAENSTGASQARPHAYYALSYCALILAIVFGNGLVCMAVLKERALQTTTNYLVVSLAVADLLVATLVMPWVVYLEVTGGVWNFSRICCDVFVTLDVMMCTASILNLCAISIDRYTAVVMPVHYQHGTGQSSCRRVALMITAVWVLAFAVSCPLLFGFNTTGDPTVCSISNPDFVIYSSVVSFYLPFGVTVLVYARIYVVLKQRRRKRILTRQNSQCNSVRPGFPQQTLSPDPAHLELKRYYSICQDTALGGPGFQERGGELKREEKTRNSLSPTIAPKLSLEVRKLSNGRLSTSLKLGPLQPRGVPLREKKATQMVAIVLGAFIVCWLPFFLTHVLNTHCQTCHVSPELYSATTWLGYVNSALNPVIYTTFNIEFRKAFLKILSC
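Cells plated overnight at 1500 cells/well, then exposed to library compounds with dopamine controls for 90 minutes at 37 degrees C. DiscoveRx reagent added for 30–60 minutes at room temperature; luminescence read, quantitative HTS format.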
FUS suppressor – rescues growth of FUS-expressing yeast; S. cerevisiae FUS-expressing, growth rescue, OD600, 24 h; 0.24% of 390,000 active; Potency, µM (top dose mostly 76.6 µM), inactives show at the highest dose growth rescue (activation), most hits filed as activators;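 note: potency is the fitted concentration of half-maximal effect; plate controls were DMSO vehicle for no effect and reference control for full effect; nearly all actives have a fitted effect of over 55% in size; some results filed as inactive show a strong effect at the top dose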
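Quantitative HTS measuring growth restoration of FUS-toxic yeast. Galactose-induced cells (OD 0.005) were exposed 24hr at 30C to compounds at several concentrations, then absorbance at 600 nm was recorded.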
aSyn rescue – rescues yeast growth from alpha-synuclein toxicity; Yeast expressing alpha-synuclein, growth rescue, BacTiter-Glo, 24 h; Potency, µM (highest dose often 46.1 µM), for inactives: top-dose growth rescue (activation), hits mostly activators; 0.14% of 370,000 active; note: potency is the fitted concentration of half-maximal effect; % of control where 0% means no effect; nearly all actives have a fitted effect of over 65% in size
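Readout is rescue of growth in alpha-synuclein-expressing yeast, so inhibitors of toxicity appear as activators. Growth after 24 hr at 30 deg C in galactose medium is quantified by luminescence.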
Abeta rescue – compounds reversing amyloid beta toxicity in yeast | 0.063% of 410,000 active | AID 1347071 | yeast expressing A-beta42, growth rescue, OD600, 48 h; response scale: 0% DMSO, 100% iron-clioquinol control | Potency, µM (doses to about 46.1 µM), inactives show top-dose growth rescue, usual class: activators; note: potency is the fitted concentration of half-maximal effect; nearly all actives have a fitted effect of over 55% in size
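Yeast growth medium received pinned compounds, then yeast cells expressing toxic A-beta were added; plates incubated at 30 C for 48 hr. Growth read as absorbance at 600 nm, normalized to DMSO and equimolar FeCl3 plus clioquinol controls.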
TDP43 rescue – TDP-43 toxicity inhibition in yeast. TDP-43 expressing yeast growth rescue, BacTiter-Glo, 24 h. Potency, µM (titrated, usually from 46.1 µM), for the others: at the top dose growth rescue (activation), usual class: activators. 1.8% of 410,000 active; note: potency is the fitted concentration of half-maximal effect; % of control where 0% means no effect; nearly all actives have a fitted effect of over 50% in size
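Readout is BacTiter-Glo luminescence of cell growth, so inhibitors register as activators. TDP-43-expressing yeast at OD600=0.02 in galactose medium, after raffinose pregrowth to mid-log, were incubated with compound for 24 hr at 30 deg C.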
* hit, by the source's call; i = inactive; ? = inconclusive; . = no result given; [ ] = another dose, or the depositor's remark. Unless noted, calls come from the whole dose curve; as a rule, active = well fitted curve in the direction sought with a large enough effect; inconclusive = small, poorly fitted or top-dose-only effect, or another doubt; inactive = no such curve, though single readings can be large; an effect the other way counts as inactive or inconclusive. An excerpt, so the mix of outcomes need not match the whole.

| structure | GLP1R ag | GLP-1R inv ag | pAkt inh | PTHR1 agonist | DRD3 antagonist | FUS suppressor | aSyn rescue | Abeta rescue | TDP43 rescue |
| --- | --- | --- | --- | --- | --- | --- | --- | --- | --- |
| Cc1ccc(CCNC(=O)C2CCC(=O)N2CCc2ccccc2)cc1 (stereo unspecified) | 7% | -8% | i | -1% | -15 | 1% | -8% | -10% | -15% |
| CC(C)c1cc(C(=O)Nc2cccnc2)no1 | -19% | -17% | i | -14%[57.5 µM] | -7 | -1% | -3% | 9% | -13% |
| Cc1ccc([N+](=O)[O-])c(NC2OC(CO)C(O)C2O)c1 (stereo unspecified) | 6% | -19%[0.307 µM] | i | -8% | -16 | 7% | 1% | 11% | 3% |
| COc1cccc(C(=O)n2cnnc2N)c1OC | -10% | 0% | i | i | 14 | -1% | -1% | 10% | -21% |
| CCCCCCCCOC(=O)CCc1c(C)[nH]c(=S)[nH]c1=O | 1% | -10% | i | i | 59 | 18% | 0% | 17% | ? |
| O=C(COC(=O)/C=C/c1ccc2c(c1)OCO2)NC1CC1 | 3% | -11% | i | i | -18 | -29% | 3% | -17% | ? |
| O=C(OC[C@@H]1CCCN2CCCC[C@H]12)c1cc2ccccc2oc1=O | 1% | 3% | i | i | -21 | 2% | 0% | -3% | 1% |
| COc1ccc(OC)c(NC(=O)CCN2CCCC(C)C2)c1 (stereo unspecified) | -3% | 1% | i | -7%[57.5 µM] | -29 | 12% | -9% | 13% | 2% |
| CCn1c(SCC(=O)O)nc2sc3c(c2c1=O)CCC3 | -5% | 8% | i | -15%[57.5 µM] | 16 | 9% | -1% | -5% | -3% |
| CNCCCOc1cc(C)cc(C)c1C | 1% | ? | i | i | -13 | -14% | 0% | 1% | -9% |
| CCOc1cccc(C(=O)Nc2cccc(C(=O)NC(C)(C)C)c2)c1 | 16% | ? | i | i | -1 | -9% | 0% | 10% | ? |
| C=CCc1ccccc1OCC(O)CN1C(=O)c2ccccc2C1=O (stereo unspecified) | 9% | 11% | i | -33%[inhibitor] | 2 | 29% | 17% | -11% | 11µM* |
| CCC(CC)C(=O)N1CCN(c2ccccc2)CC1 | -2% | 0% | i | i | -9 | 16% | 2% | -2% | 20% |
| CCO[C@@H]1OC(C(=O)O)=C[C@H](c2coc3ccccc3c2=O)[C@H]1CCCO | -1% | 15% | i | i | ? | -17% | 1% | -29% | 2% |
| COc1ccccc1-c1cc(NC=O)c2ncc(-c3ccc(F)cc3)n2c1 | 6% | ? | i | -92%[inhibitor] | 0 | ? | ? | -19% | ? |
| Cc1cccc(NC(=O)CSc2nnc(-c3ccncc3)n2CC2CCCO2)c1 (stereo unspecified) | 9% | 6% | i | -7% | 1 | -12% | 1% | -1% | -10% |
| CCOC(=O)C1CCN(C(=O)Nc2ccccc2Cl)CC1 | 3% | 12% | i | -20% | -4 | -6% | -10% | -5% | ? |
| COc1ccc(NC(=O)CSCC(=O)Nc2nnc(C)s2)cc1 | 1% | 1% | i | -20% | 2 | -8% | -10% | 4% | 5% |
| CCN(c1ccccc1)S(=O)(=O)c1ccc(OC)c(NC(=O)CNC)c1 | 9% | ? | i | 0% | -6 | 29% | -8% | -14% | -9% |
| NS(=O)(=O)c1cccc(NC(=O)c2cc(=O)c3ccccc3o2)c1 | 17% | 46%[activator] | i | -13% | 14 | 12% | 0% | 4% | -7% |
| Cc1nc(N)sc1C(=O)NN | 9% | 32% | i | i | -16 | 2% | 0% | 0% | -2% |
| CCS(=O)(=O)Nc1ccc(C(=O)CC2(O)C(=O)Nc3ccc(Br)cc32)cc1 (stereo unspecified) | 0% | 1% | i | -2% | -9 | -4% | -2% | 25% | 5% |
| CCOc1ccc(NS(=O)(=O)c2cc(C(=O)NCCN3CCOCC3)ccc2C)cc1 | 14% | 15% | i | i | -9 | -9% | -1% | 7% | -7% |
| CN(CC(=O)Nc1ccccc1Br)C(=O)CNC(=O)c1cccs1 | -1% | -9% | i | i | -9 | -24% | 1% | -7% | -11% |
| CC(C)CCn1c(=O)c2ccccc2n2c(=S)[nH]nc12 | 1% | -26% | i | -41% | -8 | -1% | -1% | 10% | ? |

Two entries drawn at random from the list so far, as already listed:
| structure | GLP1R ag | GLP-1R inv ag | pAkt inh | PTHR1 agonist | DRD3 antagonist | FUS suppressor | aSyn rescue | Abeta rescue | TDP43 rescue |
| --- | --- | --- | --- | --- | --- | --- | --- | --- | --- |
| CCCCCCCCOC(=O)CCc1c(C)[nH]c(=S)[nH]c1=O | 1% | -10% | i | i | 59 | 18% | 0% | 17% | ? |
| C=CCc1ccccc1OCC(O)CN1C(=O)c2ccccc2C1=O (stereo unspecified) | 9% | 11% | i | -33%[inhibitor] | 2 | 29% | 17% | -11% | 11µM* |

Further entries follow:
| structure | GLP1R ag | GLP-1R inv ag | pAkt inh | PTHR1 agonist | DRD3 antagonist | FUS suppressor | aSyn rescue | Abeta rescue | TDP43 rescue |
| --- | --- | --- | --- | --- | --- | --- | --- | --- | --- |
| CCCN1CCC(=O)N(CCSc2ccc(OC)cc2)CC1 | -6% | -18% | i | 3% | -21 | -23% | -2% | -6% | -6% |
| N#CC1=C(Nc2ccccc2)SC=C(c2ccc(Cl)c(Cl)c2)N=C1N1CCOCC1 | 2% | ? | i | i | -10 | 12% | 14% | 22% | 14% |
| CCCCCCCNc1cccc(C)c1 | -2% | 9% | i | i | 21 | 3% | 6% | 3% | 8% |
| O=C1CN(C(=O)c2ccc(F)cc2)c2ccccc2N1 | 7% | -8% | i | i | -5 | -4% | 6% | 6% | 7% |
| O=C(NCCc1ccc(Cl)cc1)c1ccc2c(c1)N(Cc1ccc(F)cc1)C(=O)CS2 | . | ? | . | -48%[inhibitor] | . | ? | . | -7% | -1% |
| CCOc1ccccc1NC(=O)CCS(=O)(=O)c1ccc2c(c1)CCN2C(C)=O | 2% | 1% | i | i | -6 | -3% | 5% | -1% | 8% |
| COc1cc(-c2nc(-c3ccccc3)c(-c3cccs3)[nH]2)cc(OC)c1OC | -4% | ? | i | i | 17 | 14% | -10% | 22% | -2% |
| COc1cccc(/C=C/C(=O)OCC(=O)NCCCc2ccccc2)c1OC | 2% | 1% | i | -3% | 3 | -10% | -9% | -3% | 15% |
| O=C(CSc1ccc(/C=N/NC(=O)c2cccc(F)c2)o1)Nc1ccccc1 | -2% | 1% | i | i | 0 | -26% | 1% | -2% | -25% |
| CCCCn1nnc(NC(=S)NC(=O)c2ccc(OCC)c([N+](=O)[O-])c2)n1 | -10% | 9% | i | i | -8 | . | -7% | 8% | ? |
| CCOC(=O)C1=c2s/c(=C\c3cccnc3)c(=O)n2C(N)=C(C(=O)OC)C1c1cccnc1 (stereo unspecified) | 3% | 5% | i | -3%[57.5 µM] | 9 | 2% | -7% | -11% | 4% |
| CCCc1nc2c(s1)CCc1onc(-c3cccc([N+](=O)[O-])c3)c1-2 | -6% | 8% | i | -18% | 49 | -14% | 0% | -1% | 23% |
| OCCNCCCCCOc1ccc(F)cc1 | 0% | -29% | i | i | ? | -22% | 1% | 1% | -16% |
| C/C(=N\NC(=O)c1cccc(Cl)c1)c1cccc(NC(=O)c2ccco2)c1 | 9% | ? | i | i | 27 | 31% | -2% | -22% | -9% |
| COc1cc(C(O)c2nc(/C=C/c3ccc(C(F)(F)F)cc3)cs2)ccc1F (stereo unspecified) | 3% | ? | i | -41%[inhibitor] | -18 | 30% | -53%[inhibitor] | -73%[inhibitor] | -73%[inhibitor] |

Molecules listed so far containing a halogen:
| structure | GLP1R ag | GLP-1R inv ag | pAkt inh | PTHR1 agonist | DRD3 antagonist | FUS suppressor | aSyn rescue | Abeta rescue | TDP43 rescue |
| --- | --- | --- | --- | --- | --- | --- | --- | --- | --- |
| COc1ccccc1-c1cc(NC=O)c2ncc(-c3ccc(F)cc3)n2c1 | 6% | ? | i | -92%[inhibitor] | 0 | ? | ? | -19% | ? |
| CCOC(=O)C1CCN(C(=O)Nc2ccccc2Cl)CC1 | 3% | 12% | i | -20% | -4 | -6% | -10% | -5% | ? |
| CCS(=O)(=O)Nc1ccc(C(=O)CC2(O)C(=O)Nc3ccc(Br)cc32)cc1 (stereo unspecified) | 0% | 1% | i | -2% | -9 | -4% | -2% | 25% | 5% |
| CN(CC(=O)Nc1ccccc1Br)C(=O)CNC(=O)c1cccs1 | -1% | -9% | i | i | -9 | -24% | 1% | -7% | -11% |
| N#CC1=C(Nc2ccccc2)SC=C(c2ccc(Cl)c(Cl)c2)N=C1N1CCOCC1 | 2% | ? | i | i | -10 | 12% | 14% | 22% | 14% |
| O=C1CN(C(=O)c2ccc(F)cc2)c2ccccc2N1 | 7% | -8% | i | i | -5 | -4% | 6% | 6% | 7% |
| O=C(NCCc1ccc(Cl)cc1)c1ccc2c(c1)N(Cc1ccc(F)cc1)C(=O)CS2 | . | ? | . | -48%[inhibitor] | . | ? | . | -7% | -1% |
| O=C(CSc1ccc(/C=N/NC(=O)c2cccc(F)c2)o1)Nc1ccccc1 | -2% | 1% | i | i | 0 | -26% | 1% | -2% | -25% |
| OCCNCCCCCOc1ccc(F)cc1 | 0% | -29% | i | i | ? | -22% | 1% | 1% | -16% |
| C/C(=N\NC(=O)c1cccc(Cl)c1)c1cccc(NC(=O)c2ccco2)c1 | 9% | ? | i | i | 27 | 31% | -2% | -22% | -9% |
| COc1cc(C(O)c2nc(/C=C/c3ccc(C(F)(F)F)cc3)cs2)ccc1F (stereo unspecified) | 3% | ? | i | -41%[inhibitor] | -18 | 30% | -53%[inhibitor] | -73%[inhibitor] | -73%[inhibitor] |
